CCHFV vOTU inh: CCHFV vOTU protease inhibitors, primary screen, biochemical, Pep-AMC substrate, fluorescence | Crimean-Congo hemorrhagic fever virus L polyprotein viral ovarian tumor (vOTU) protease … | inhibition, % at 11.5 µM | 0.55% of 370,000 active | AID 651958, 2012; in the data active means inhibition above about 30%; further: 0% = vehicle wells with enzyme and 100% = no enzyme wells
DUSP3 inh: VHR1 phosphatase inhibitors, primary screen, biochemical, absorbance, uHTS. AID 1654, 2009. inhibition, % at 13.3 µM. Dual specificity protein phosphatase 3 (Homo sapiens), P51452. 0.52% of 290,000 active. recombinant VHR phosphatase, pNPP absorbance; in the data active means inhibition above about 50%; further: some compounds called inactive have numbers as strong as hits
Target sequence (P51452 whole entry, looked up): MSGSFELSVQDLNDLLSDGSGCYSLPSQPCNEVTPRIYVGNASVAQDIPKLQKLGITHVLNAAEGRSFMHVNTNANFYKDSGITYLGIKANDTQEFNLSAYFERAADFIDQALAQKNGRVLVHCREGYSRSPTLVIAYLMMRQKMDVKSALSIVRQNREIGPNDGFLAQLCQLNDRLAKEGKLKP
BoNT A protease: BoNT/A light chain protease inhibitors, primary screen, biochemical, flow cytometry, MLPCN library; Botulinum neurotoxin type A light chain protease (Clostridium botulinum A str. ATCC 3502); multiplex microsphere protease substrate cleavage; inhibition, % at 10 µM; 0.17% of 360,000 active; AID 588499, 2011; further: plate controls were buffer without enzyme for full effect and enzyme alone for no effect
Vc quorum ag: inducers of Vibrio cholerae quorum light production without autoinducers, primary screen, BH1578 luxS cqsA deficient, single point; V. cholerae BH1578 lux reporter, luminescence, 6 h; AID 588436, 2011; 0.16% of 350,000 active; activation, % at 18.7 µM; in the data active means activation mostly above about 9.7%, no sharp cut-off; inconclusive means no clear call, values can overlap the other calls; inactive means mostly below about 3.7%; further: not every result past the cut was called active; inactives centre near 0; reference of the scale not given here
TcdB GH inh: TcdB glycohydrolase inhibitors, primary screen, biochemical, single point, plate reader. Toxin B (Clostridioides difficile), P18177. TcdB glycohydrolase enzymatic assay. inhibition, % at 9.99 µM. 0.24% of 350,000 active; in the data active means inhibition above about 10%
Yp Topo-I inh: Yersinia pestis topoisomerase I inhibitors, primary screen, biochemical, cleavage product accumulation, plate reader, single point; Y. pestis Topo-I cleavage product accumulation; 0.064% of 360,000 active; activity, % at 10 µM; DNA topoisomerase I (Yersinia pestis CO92); in the data active means activity above about 50%, passing the limit was not always enough; inconclusive means no clear call, values can overlap the other calls; further: inactives centre near 2
PfHsp40 rescue: rescue of yeast from PfHsp40 toxicity, primary screen, S. cerevisiae, ATP luminescence; S. cerevisiae expressing PfHsp40, growth rescue; growth rescue, % at 12.5 µM; 0.68% of 340,000 active; AID 504582, 2011; in the data active means growth rescue above about 28%, passing the limit was not always enough; inconclusive means no clear call, values can overlap the other calls;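 further: yeast W303a lacking pdr1 and pdr3 grown in galactose medium; growth measured after three days at 30 °C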
3CLpro inhibitor: SARS-CoV 3CLpro protease inhibitors, primary screen, biochemical, quenched FRET; inhibition, % at 6 µM; 0.14% of 290,000 active; recombinant SARS-CoV 3CLpro, quenched FRET peptide cleavage; Replicase polyprotein 1ab (Severe acute respiratory syndrome coronavirus), P0C6X7; AID 1706, 2009; in the data active means inhibition above about 12%
Anthrax LF prot: Bacillus anthracis LF protease inhibitors, primary screen, biochemical, multiplex microsphere, MLPCN library. 0.12% of 360,000 active. inhibition, % at 10 µM. multiplex microsphere protease cleavage assay; further: plate controls were buffer without enzyme for full effect and enzyme alone for no effect
Target sequence (P15917 whole entry, looked up): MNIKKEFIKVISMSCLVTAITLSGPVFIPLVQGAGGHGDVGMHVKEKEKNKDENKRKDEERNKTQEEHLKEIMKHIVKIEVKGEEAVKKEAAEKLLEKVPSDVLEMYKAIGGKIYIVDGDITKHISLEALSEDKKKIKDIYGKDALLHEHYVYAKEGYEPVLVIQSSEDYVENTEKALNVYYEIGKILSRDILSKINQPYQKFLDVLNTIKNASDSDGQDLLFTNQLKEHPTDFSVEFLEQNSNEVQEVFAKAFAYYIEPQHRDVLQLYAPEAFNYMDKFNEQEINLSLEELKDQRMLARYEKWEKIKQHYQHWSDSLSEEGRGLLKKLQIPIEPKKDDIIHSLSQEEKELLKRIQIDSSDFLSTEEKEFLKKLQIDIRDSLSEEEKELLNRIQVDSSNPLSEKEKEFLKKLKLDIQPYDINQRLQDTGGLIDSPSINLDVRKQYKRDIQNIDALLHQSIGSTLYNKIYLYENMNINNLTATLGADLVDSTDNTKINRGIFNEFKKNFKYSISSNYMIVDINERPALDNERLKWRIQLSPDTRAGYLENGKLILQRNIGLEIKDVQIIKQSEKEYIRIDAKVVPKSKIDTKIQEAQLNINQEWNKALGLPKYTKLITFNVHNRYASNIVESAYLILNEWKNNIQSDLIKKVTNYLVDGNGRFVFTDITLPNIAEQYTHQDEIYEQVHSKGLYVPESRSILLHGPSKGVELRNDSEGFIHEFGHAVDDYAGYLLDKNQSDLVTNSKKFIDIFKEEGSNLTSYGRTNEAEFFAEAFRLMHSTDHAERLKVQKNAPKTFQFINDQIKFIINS
SSB-PriA inh: inhibitors of Klebsiella pneumoniae PriA binding to SSB C-terminal tail, primary screen, biochemical, AlphaScreen; AlphaScreen SSBct-PriA binding, biotinylated peptide; PriA–SSB C-terminal tail interaction (Klebsiella pneumoniae); AID 1272365, 2023; inhibition, % at 33 µM; 0.6% of 430,000 active; in the data active means inhibition mostly above about 37%, no sharp cut-off; inactive means mostly below about 20%;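 further: plate controls were negative control peptide for no effect and reference peptide for full effect; strong numbers were not always called active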
* = called active by the depositor; i = inactive; ? = inconclusive; nt = no result given; & = joins results of further samples. Unless noted, no stated cut-off is given here; in the data, active means inhibition above about 30%; inconclusive means no clear call, values can overlap the other calls; inactive means below that.

no.	SMILES	CCHFV vOTU inh	DUSP3 inh	BoNT A protease	Vc quorum ag	TcdB GH inh	Yp Topo-I inh	PfHsp40 rescue	3CLpro inhibitor	Anthrax LF prot	SSB-PriA inh
1	O=C(CCN1CCOCC1)NNC(=O)c1ccc(Cl)c([N+](=O)[O-])c1	8	nt	-0.4	i	0.5	2	-1.3	nt	1	6
2	CCOc1cc(N2CCOCC2)c(OCC)cc1NC(=O)CN1C(=O)N(C)C2(CCCCC2)C1=O	3	nt	0.9	i	0.2	19	-2.7	nt	-4	-5
3	CC(C)(C)c1ccc(NC(=S)NCCc2ccccn2)cc1	3	9	-1.2	-0.3	-0.1	1	0.6	2	-13	8
4	Cc1ccc(OCC(=O)O/N=C(\N)Cc2cccs2)cc1C	5	nt	-0.5	0.1	nt	18	0.7	-6	-2	i
5	CN(C)/C=C(/C(=O)c1ccc(Cl)cc1Cl)S(=O)(=O)c1ccccc1	6	17	-1.0	-0.2	nt	0	-1.2	8	-7	-3
6	CC(C)OP(=O)(OC(C)C)C(O)c1ccc(N(C)C)cc1 (stereo unspecified)	9	21	0.0	-0.6	-1.3	-2	0.3	-1	-4	3
7	CC(C)(O)/C=C/C[C@](C)(O)C1CC[C@]2(C)C1[C@H](O[C@H]1O[C@@H](CO)[C@H](O)[C@@H](O)[C@@H]1O)CC1[C@@]3(C)CC[C@H](O)C(C)(C)C3[C@@H](O)C[C@]12C (stereo partly specified)	-5	nt	-0.4	-0.2	1.4	-3	-0.3	nt	5	nt
8	COc1ccc(N2CCN(C(=O)c3cccs3)CC2)cc1	3	17	-4.5	-0.2	2.0	0	-0.3	-3	-9	1
9	O=C(Nc1ccccc1)OC(CN1CCCCC1)C(F)(F)F (stereo unspecified)	13	49	-0.1	i	nt	-1	-0.5	4	-1	0
10	Cc1cccc(NC(=O)CSc2nnc(-c3cc(C)[nH]n3)n2N)c1	0	4	0.9	-0.2	-0.8	0	-0.8	-3	0	0
11	COc1ccc2c(C(=O)NCc3ccc4c(c3)OCO4)c(-c3ccc(S(C)(=O)=O)cc3)sc2c1	1	nt	0.1	1.2	0.0	10	-1.6	nt	-9	-21
12	O=C(NCc1ccccc1)C1Cc2c(-c3ccc4c(c3)OCO4)ccnc2O1 (stereo unspecified)	-6	nt	-0.2	-0.4	0.3	19	nt	nt	-8	nt
13	Cn1c(CCc2ccccc2)nnc1SCC(N)=O	-3	2	nt	-0.4	0.5	-3	0.1	0	nt	-2
14	O=C(NCc1ccccc1)C1CC2CCCC(C1)C2=O (stereo unspecified)	-1	5	?	i	nt	3	1.6	0	-12	-3
15	O=C(CCc1nc(-c2ccccc2)c(-c2ccccc2)o1)OCc1ccc(Br)cc1	-6	12	-2.5	-0.3	nt	0	-0.6	11	-14	-12

Overlap with the part before: three entries, followed by the next part.
no.	SMILES	CCHFV vOTU inh	DUSP3 inh	BoNT A protease	Vc quorum ag	TcdB GH inh	Yp Topo-I inh	PfHsp40 rescue	3CLpro inhibitor	Anthrax LF prot	SSB-PriA inh
13	Cn1c(CCc2ccccc2)nnc1SCC(N)=O	-3	2	nt	-0.4	0.5	-3	0.1	0	nt	-2
14	O=C(NCc1ccccc1)C1CC2CCCC(C1)C2=O (stereo unspecified)	-1	5	?	i	nt	3	1.6	0	-12	-3
15	O=C(CCc1nc(-c2ccccc2)c(-c2ccccc2)o1)OCc1ccc(Br)cc1	-6	12	-2.5	-0.3	nt	0	-0.6	11	-14	-12
16	CC(=O)Nc1ccc(NC(=O)CCC(=O)OCC(=O)c2ccc(C)c([N+](=O)[O-])c2)cc1	-1	-20	0.0	-0.6	1.2	-9	1.3	0	3	-14
17	COc1ccc(CCNC(=O)c2ccc3c(c2)N(Cc2ccc(F)cc2)CCS3)cc1OC	-34	44	0.0	i	1.7	39	1.3	5	-2	6
18	CC(C)S(=O)(=O)c1csc(NC(=O)Nc2cc(Cl)ccc2Cl)c1Cl	7	-2	0.0	-0.6	3.1	-12	-0.2	6	-5	5
19	CCCC(CCC(=O)NC1CCCCC1)C(=O)O (stereo unspecified)	-5	17	0.8	nt	nt	-2	-1.4	1	-3	-8
20	Cc1ccc(NC(=S)N2CCSC2c2cccs2)cc1 (stereo unspecified)	-21	43	-0.7	-2.0	0.3	5	1.4	8	-3	-10
21	Cc1ccc(C(=O)Nc2nccs2)cc1S(=O)(=O)N1CCCCC1	9	2	-1.3	-0.6	nt	-3	0.2	3	0	-15
22	Cc1ccc(/C=N/NC(=O)c2cc(C3CC3)nc3ccccc23)o1	3	-1	-0.4	-0.6	-1.4	-1	-0.7	3	-5	nt
23	COc1ccc(Oc2cc(NN3CCCCC3)c([N+](=O)[O-])cc2[N+](=O)[O-])cc1OC	-4	5	0.3	-0.5	1.2	17	3.0	-2	-2	25
24	O=C(Cn1cnc2ccccc2c1=O)N/N=C/c1ccc(Br)cc1	0	17	0.3	-0.9	-2.2	-3	-1.9	2	-17	i
25	CC(C)(C)c1ccc(/C=C/C(=O)Nc2nncs2)cc1	5	2	0.0	-1.8	-0.8	8	-0.7	-1	1	3
26	CNS(=O)(=O)c1cc(NC(=O)CCCNC(=O)c2ccc(Cl)cc2)ccc1C	13	16	-2.2	-1.8	1.4	3	1.1	-8	7	4
27	O=C(NCCCCc1ccccc1)C1CC(c2cccc([N+](=O)[O-])c2)=NO1 (stereo unspecified)	3	27	0.2	i	-0.8	33	6.9	-4	-4	6
28	CCNc1nc2c(c(=O)n(C)c(=O)n2C)n1Cc1ccc(Cl)cc1	6	13	-0.3	-0.2	0.1	-2	0.2	6	1	0
29	C=CCn1c(SCC(=O)NC2CCCC2)nc2ccccc21	6	nt	-0.3	-0.4	0.5	-2	nt	nt	2	nt
30	O=C(Nc1cccc(C(F)(F)F)c1)c1n[nH]c(Cn2cncn2)n1	17	23	?	0.1	nt	2	-0.5	-1	?	-1
31	COc1ccc(S(=O)(=O)N2CCC(C(=O)NCc3ccco3)CC2)cc1C	-5	-3	-1.0	i	1.2	5	-0.1	0	1	0
32	Cc1cc(C)nc(N(C#N)Cc2ccc(Br)cc2)n1	3	11	0.6	i	nt	5	0.3	-2	2	-13
33	Cc1cc(=O)[nH]c(SCC2COC3(CCCCC3)O2)n1 (stereo unspecified)	-2	4	-1.9	-0.4	nt	-5	-0.8	-3	-4	-12
34	O=C(Nc1cc(C(F)(F)F)ccc1Cl)c1cc2nc3c(c(C(F)(F)F)n2n1)CCCC3	4	23	-0.4	-10	nt	-7	0.4	-1	0	-6
35	Cc1ccc2nc(Cl)c(C3CC(c4cccs4)=NN3S(C)(=O)=O)cc2c1 (stereo unspecified)	15	3	-0.2	-0.2	0.8	12	-0.6	-6	1	-10
36	O=S(=O)(c1ccc(F)cc1)N1CCN=C1SCc1cccnc1	-4	4	-0.9	-0.2	2.9	-3	-0.4	-2	-2	2&-17
37	CCOC(=O)Nc1ccc(S(=O)(=O)Nn2cnnc2)cc1	-3	4	0.9	-0.6	0.3	1	0.0	4	-2	-19
38	CSc1ccccc1C(=O)C1CCCN(Cc2ccncc2)C1 (stereo unspecified)	-3	0	-1.8	i	-0.5	8	1.1	-2	-8	9
39	COC(=O)C1C(=O)NCC1c1ccccc1 (stereo unspecified)	8	0	-0.8	-0.3	nt	1	0.6	-2	-3	-14&-3
40	CC1CN(C(=S)SCC(=O)c2ccc(Cl)cc2)CC(C)O1 (stereo unspecified)	3	-5	-0.9	-0.3	1.0	18	9.4	2	-3	-13
41	CC(=O)OCC1OC(n2c3c(cc(C#N)c2=S)CCCC3)C(OC(C)=O)C(OC(C)=O)C1OC(C)=O (stereo unspecified)	14	nt	1.2	5.6	1.2	-7	-1.6	nt	-2	-10
42	CCOP(=O)(Cc1ccccc1)OCC	-4	nt	0.3	i	0.2	7	-0.6	nt	0	-6
43	O=C(NC(=O)N1CCN(c2ccc(F)cc2)CC1)c1ccccc1	-3	8	0.7	-2.2	nt	10	2.1	3	2	0&-3
44	COc1cc2[nH]c(=S)n(-c3ccccc3)c(=O)c2cc1OC	21	1	-1.2	i	-3.5	0	-1.7	0	-1	-11
45	COc1cc(S(=O)(=O)N(C)C)ccc1Br	-4	31	-0.4	i	nt	1	0.0	-1	0	-9
46	CC1(C(=O)NS(=O)(=O)c2ccc(Br)cc2)CCN1C(=O)CC1CCCCC1 (stereo unspecified)	4	nt	0.2	-1.1	-0.2	2	nt	nt	8	nt
47	CCOc1cc(C=NN=C2c3ccccc3-c3ccccc32)ccc1O	14	nt	-0.6	-1.1	-2.3	-3	1.9	nt	-1	8
48	C=CCC[C@H](Cc1ccc(F)cc1)C(=O)OC[C@@H](C)NC(=O)[C@H](CC=C)CC(=O)NCCO	3	nt	-0.6	i	0.4	45	1.1	nt	-6	-28
49	Cc1ccccc1-n1nnnc1SCC(=O)NCC1CCCO1 (stereo unspecified)	7	18	-0.7	i	-0.3	-1	0.8	2	-3	-9
50	CC(=O)c1ccc(-n2nncc2-c2ccc([N+](=O)[O-])cc2)cc1	-14	17	-0.8	-0.4	0.4	7	1.2	1	-3	6
51	O=C1CSC(c2nn(-c3ccccc3)cc2-c2cc3ccccc3oc2=O)N1Cc1ccco1 (stereo unspecified)	-17	13	1.2	-1.6	nt	0	0.9	4	3	13
52	CC(C)c1c(C(=O)N/N=C/c2ccc(OCc3ccc(F)cc3)cc2)nnn1-c1nonc1N	-4	18	-0.1	-0.2	1.3	9	-1.2	7	2	nt
53	O=C(Nc1ccc(Cl)c([N+](=O)[O-])c1)ONC1=NCCCCC1	-14	6	-0.2	-0.2	1.0	-3	-1.0	-1	-2	-2
54	CN[C@H]1C[C@H]2c3cc(Oc4ccccc4C)ccc3CCN2C(=O)[C@H]1[C@H](C)O	3	nt	-0.9	nt	1.5	nt	nt	nt	0	nt
55	C=CCc1cc(Cl)ccc1OCCN1CC(C)OC(C)C1 (stereo unspecified)	-5	15	-0.3	3.0	0.4	23	0.3	0	-4	-31
56	CC(=O)Nc1ccc(NS(=O)(=O)c2ccc(C)cc2)c([N+](=O)[O-])c1	18	21	-1.0	-0.2	2.4	-7	-0.8	5	-4	-19&8
57	COc1c(Cl)cc(Cl)cc1/C=C/C(=O)c1ccc(NC(=O)c2cccs2)cc1	-26	-5	0.0	-0.2	-0.4	-9	-1.8	1	-1	16
58	CN1CCN(c2ccc(NC(=O)c3ccc4c(c3)OCCO4)cc2)CC1	-9	24	0.1	-0.2	-0.7	-3	-0.1	3	-4	-3
59	CN(CCCC(=O)NCc1ccco1)S(=O)(=O)c1ccccc1	-13	0	?	-0.2	-0.4	0	-1.4	-2	5	-5
60	CCN(CC)C(=O)CSc1nnc(-c2ccccc2)n1N	-3	18	-1.3	6.2	nt	6	-0.1	-8	-3	-3
61	COc1ccc(C)cc1N(C(=O)c1ccc(F)cc1)c1nc2ccccc2s1	6	9	0.8	-0.5	nt	-3	-1.7	-5	0	3

Screens as filed in PubChem.

This is a subset; the hit share may differ from the screen's.
